Screening results deposited in PubChem by several laboratories.
NadD inh = inhibitors of Staphylococcus aureus NadD; hit rate 0.78% among 360,000; inhibition, % at 20 µM; AID 602399; purified NadD enzyme, colorimetric absorbance read-out; in the data active = inhibition above about 26%; note: some compounds past the cut are filed as inactive
DNMT1 block = DNMT1 (human) enzyme inhibition | P26358 | DNMT1 molecular beacon, Hinp1I cleavage, fluorescence | inhibition (reported as % activation of signal), % at 10 µM | hit rate 0.83% among 360,000 | AID 588458; in the data active = inhibition above about 50%
PABP1 MLLE inh = blocks PAM2 peptide binding to the PABP1 MLLE domain; GST-MLLE / FITC-PAM2 fluorescence polarization; inhibition, % at 20 µM; hit rate 0.36% among 360,000; AID 588489; in the data active = inhibition above about 35%, passing the limit was not always enough;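 note: plate controls were DMSO wells with GST-MLLE for no effect and wells lacking GST-MLLE protein for full effect; some results filed as inactive read as strong as hits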
Target sequence (P11940 whole entry, looked up, the tested form may be a part): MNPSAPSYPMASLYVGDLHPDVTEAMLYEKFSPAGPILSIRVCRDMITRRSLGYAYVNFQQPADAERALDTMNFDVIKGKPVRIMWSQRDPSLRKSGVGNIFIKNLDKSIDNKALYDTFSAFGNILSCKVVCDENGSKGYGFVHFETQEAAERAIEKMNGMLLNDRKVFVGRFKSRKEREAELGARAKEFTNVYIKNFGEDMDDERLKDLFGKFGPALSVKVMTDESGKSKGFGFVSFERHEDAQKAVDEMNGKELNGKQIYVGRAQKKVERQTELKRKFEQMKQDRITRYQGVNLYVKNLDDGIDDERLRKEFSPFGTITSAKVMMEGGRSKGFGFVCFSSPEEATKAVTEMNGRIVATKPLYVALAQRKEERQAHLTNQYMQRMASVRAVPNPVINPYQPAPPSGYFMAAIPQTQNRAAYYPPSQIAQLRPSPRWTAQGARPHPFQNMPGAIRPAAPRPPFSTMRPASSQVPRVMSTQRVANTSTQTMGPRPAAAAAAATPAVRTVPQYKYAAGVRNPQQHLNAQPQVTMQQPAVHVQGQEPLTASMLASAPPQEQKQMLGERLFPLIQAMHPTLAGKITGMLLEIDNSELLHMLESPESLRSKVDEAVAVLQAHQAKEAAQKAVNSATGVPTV
LMPTP inh = blocks human LMPTP phosphatase | recombinant LMPTP-A, OMFP fluorogenic substrate, fluorescence intensity | inhibition, % at 20 µM | hit rate 0.22% among 360,000;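 active = compounds that cut the enzyme signal by at least half of the control window in the single-dose screen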;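 note: plate controls were DMSO wells with enzyme plus substrate for no effect and substrate without enzyme for full effect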
Target sequence (P24666 whole entry, looked up): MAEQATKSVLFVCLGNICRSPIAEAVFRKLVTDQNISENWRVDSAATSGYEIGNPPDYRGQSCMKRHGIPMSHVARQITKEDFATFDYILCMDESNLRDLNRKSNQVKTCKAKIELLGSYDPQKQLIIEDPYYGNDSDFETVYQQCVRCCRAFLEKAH
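Assay system: LMPTP-A phosphatase enzyme | Input: 0.625 nM enzyme | Also added: Fluorogenic phosphatase substrate OMFP at 400 µM final | Compound dosing: One test concentration per compound, 20 µM, with 3% DMSO overall | Schedule: 50 min enzyme reaction at room temperature, protected from light | Signal: Fluorescence intensity | Benchmarks: no-enzyme and uninhibited controls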
Tb MetRS inh = Trypanosoma brucei MetRS inhibition; purified T. brucei MetRS, ATP depletion, Kinase-Glo luminescence; inhibition, % at 11.9 µM; hit rate 0.4% among 360,000;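 active = inhibition above a per-plate cutoff of the control wells' mean inhibition plus 3 SD, cut at about 5.5% in these data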;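 note: 0% = DMSO wells median and 100% = median of wells with control inhibitor compound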
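Material: parasite MetRS enzyme / Replication: singlicate, one well per compound / Signal: luminescence of leftover ATP / Schedule: 2 h aminoacylation at 25 °C after 15 min preincubation / Medium: HEPES-MgCl2-KCl buffer plus DTT, spermine, BSA, pyrophosphatase / Doses: 11.9 µM single point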
SUMO1 PPI mod = alters human SUMO1 binding to SIM partners | inhibition, % at 20 µM | hit rate 0.33% among 360,000 | SUMO1 binding to a labelled peptide, TR-FRET, 1 h | AID 602429 | P63165; in the data active = inhibition above about 37%
CSN deneddyl inh = blocks human CSN-mediated cullin deneddylation. Q92905. Purified CSN, SCF-Nedd8-OG deneddylation, fluorescence polarization. inhibition, % at 12.5 µM. hit rate 0.38% among 360,000. AID 651999;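 active = pattern-corrected inhibition above about 35%, with an unprinted fluorescence ratio check between 0.5 and 1.5, limit read from the data, passing the limit was not always enough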;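 note: 0% = enzyme with substrate and 100% = substrate without enzyme; some results filed as inactive read as strong as hits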
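Material: purified human Csn5 enzyme expressed in HEK293T cells / Medium: Tris buffer pH 7.5, NaCl, DTT, Tween-20, trehalose, ovalbumin / Compound dosing: 12.5 µM single point / Schedule: 90 min incubation of compound, enzyme and substrate at room temperature / Signal: fluorescence polarization of the substrate / Control set: no-enzyme wells high, enzyme-with-substrate wells low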
Scp-1 inhibitor = inhibitors of human Scp-1 phosphatase | hit rate 0.88% among 340,000 | Recombinant Scp1, phosphopeptide, malachite green phosphate absorbance | inhibition, % at 20 µM | Q9GZU7;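 active = inhibition above about 50% at 20 µM, limit read from the data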;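 note: plate controls were DMSO wells with enzyme for no effect and wells lacking enzyme for full effect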
Target sequence (Q9GZU7 76-261 limits assumed): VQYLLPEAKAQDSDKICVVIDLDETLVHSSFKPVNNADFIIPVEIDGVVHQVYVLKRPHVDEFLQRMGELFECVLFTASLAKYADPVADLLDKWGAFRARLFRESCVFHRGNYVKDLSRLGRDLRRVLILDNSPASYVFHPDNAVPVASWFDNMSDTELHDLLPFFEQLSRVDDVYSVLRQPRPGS
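System: truncated SCP-1 phosphatase (76-261aa); medium: Tris acetate buffer pH 5.5 with MgCl2 and Tween-20; incubation: 45 min room-temperature reaction, 5 min colour, 30 min stabiliser; compound: single 20 µM dose, 1% DMSO; reagent: Phosphorylated 17-residue peptide substrate; read-out: % inhibition at 20 µM; technique: colorimetric free-phosphate detection, absorbance 630 nm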
STEP inh = blocks human striatal-enriched tyrosine phosphatase | recombinant STEP, OMFP fluorogenic substrate, fluorescence | inhibition, % at 20 µM | hit rate 0.25% among 360,000 | AID 588621;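 active = inhibition at 20 µM, scaled per plate between control wells, above about 37%, limit read from the data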;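 note: 0% = DMSO with enzyme and substrate and 100% = substrate only without enzyme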
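material = STEP tyrosine phosphatase | reagent = fluorogenic phosphatase substrate OMFP at 25 µM final | doses = single compound dose of 20 µM, 1% DMSO final | schedule = 20 min reaction, room temperature, in the dark | measured by = fluorescence, 480/540 nm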
Rpn11 block = Rpn11 (human) deubiquitinase inhibition | hit rate 0.59% among 360,000 | AID 588493 | human 26S proteasome, Ub4-pepOG fluorescence polarization; 20S core pre-blocked with epoxomicin | O00487 | calls only at 20 µM;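 active = inhibition at 20 µM, scaled to each plate's controls, above about 33%, limit read from the data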
The depositor's hits bear a star; i = inactive; . = no result given. Not a hit list, and some 3.6% of all compounds hit somewhere here.

item	structure	NadD inh	DNMT1 block	PABP1 MLLE inh	LMPTP inh	Tb MetRS inh	SUMO1 PPI mod	CSN deneddyl inh	Scp-1 inhibitor	STEP inh	Rpn11 block
1	Cc1c(NS(=O)(=O)c2ccc(Cl)c(C(=O)OC(C)C(=O)NCc3ccco3)c2)c(=O)n(-c2ccccc2)n1C (stereo not drawn)	-1	2	-10	0.3	-1.1	-1	-6	-2	2	i
2	COc1cc(NC(=O)Cn2c(=O)n(CC3CCCO3)c(=O)c3cc(OC)c(OC)cc32)cc(OC)c1 (stereo not drawn)	0	-3	2	0.2	0.3	7	-1	-7	-1	i
3	C=CCN1c2ccc(Br)cc2C(=O)CS1(=O)=O	2	-38	15	0.0	-0.3	1	-1	-10	-2	i
4	CCCCCOc1ccc(C(=O)C(c2ccccc2)N2CCOCC2)cc1 (stereo not drawn)	2	2	-5	3.1	-0.1	-3	2	38	4	i
5	O=S(=O)(Nc1cccc(-c2cn3cccnc3n2)c1)c1ccc(Cl)cc1	7	-5	2	0.2	1.4	-3	1	3	0	i
6	Cc1ccc(S(=O)(=O)N2C[C@@H]3[C@H]4CC[C@H](C4)[C@@H]3[C@@H](C)[C@@H]2c2ccco2)cc1	-5	9	6	1.5	-1.9	2	-5	1	8	i
7	CCOc1ccccc1CSc1nc2ccccc2[nH]1	4	0	-20	1.6	0.2	3	4	4	-4	i
8	CCc1c(C)sc(NC(=O)c2cc(CC(C)C)on2)c1C#N	2	0	30	2.1	0.2	-1	-6	-15	5	i
9	Cc1ccc(S(=O)(=O)N(CC(=O)NCc2ccccn2)c2ccc(Cl)cc2)cc1	-4	-1	12	-0.3	0.3	1	-4	-5	0	i
10	CC1(c2cccc(Br)c2)NC(=O)N(CC(=O)NCCC2=CCCCC2)C1=O (stereo not drawn)	-4	6	-11	-0.9	-0.4	5	-3	.	-2	i
11	CCOc1ncccc1C(=O)Nc1cccc(S(=O)(=O)N2CCOCC2)c1	2	3	0	-0.2	0.2	10	2	-5	3	i
12	Cc1cc(C)nc(NS(=O)(=O)c2ccc(NC(=O)CN3C(=O)C4CC=CCC4C3=O)cc2)n1 (stereo not drawn)	3	-3	-13	-0.7	0.1	2	14	-5	-1	i

Carrying on:
item	structure	NadD inh	DNMT1 block	PABP1 MLLE inh	LMPTP inh	Tb MetRS inh	SUMO1 PPI mod	CSN deneddyl inh	Scp-1 inhibitor	STEP inh	Rpn11 block
13	COc1ccc(-c2noc(C3CCCN(S(=O)(=O)c4cccc(Cl)c4)C3)n2)cc1OC (stereo not drawn)	-15	-3	8	2.5	0.5	2	6	-15	-1	i
14	Cc1cccnc1NC(=O)NC(=O)c1ccc(C(C)(C)C)s1	-6	1	1	-0.2	-0.8	0	4	3	-2	i
15	COc1ccc(N(C)C(=O)Cc2c(C(=O)O)[nH]c3ccccc23)cc1	0	-1	-11	-1.9	-1.0	-2	-8	4	1	i
16	COC(=O)C1=C(C)N(c2cccc(Cl)c2)C(=O)C1	-3	-3	12	-1.0	-0.6	1	-1	-4	-1	i
17	Cc1sc2ncnc(N3CCC(C(=O)NCC(=O)Nc4ccc(F)c(F)c4)CC3)c2c1C	-5	0	-9	1.3	0.1	0	-1	-5	-2	i
18	CCCCn1c(N)c(N(CCC(C)C)C(=O)C2=COCCO2)c(=O)[nH]c1=O	-6	-3	12	-3.3	-0.4	-1	2	-10	-2	i
19	Cc1cc(C)n2c(SCC(=O)Nc3c(C)n(C)n(-c4ccccc4)c3=O)nnc2n1	1	0	26	-0.1	-0.4	2	0	6	-1	i
20	CCCCOC(=S)NC(=O)c1sc2ccccc2c1Cl	2	1	28	2.1	-0.3	0	6	-14	5	i
21	O=S(=O)(c1cnc[nH]1)N1CCc2ccccc21	3	0	-87	-0.3	0.2	0	73*	-5	-3	.
22	CN(CC(=O)Nc1ccc(F)cc1)C(=O)COC(=O)CN1C(=O)NC2(CCCC2)C1=O	1	6	-21	0.4	-0.8	2	3	0	-1	i
23	CC1CCCC(N2C(=O)NC(NC(=O)c3ccco3)(C(F)(F)F)C2=O)C1C (stereo not drawn)	-3	0	-3	-1.1	-1.0	2	-3	-10	-2	i
24	CCOCCOC(=O)C1=C(C)N(C)C(=O)NC1c1ccccc1Cl (stereo not drawn)	7	0	-3	-3.5	-0.2	0	-3	1	-2	i

The list goes on:
item	structure	NadD inh	DNMT1 block	PABP1 MLLE inh	LMPTP inh	Tb MetRS inh	SUMO1 PPI mod	CSN deneddyl inh	Scp-1 inhibitor	STEP inh	Rpn11 block
25	O=C(Nc1nccs1)c1cn(-c2ccccc2)nc1-c1ccncc1	13	-1	-6	1.0	-0.1	44*	-16	-3	4	i
26	Cn1c(N)c(C(=O)COC(=O)c2ccccc2C(F)(F)F)c(=O)n(C)c1=O	-6	2	-1	-1.2	-0.4	-1	0	-5	2	i
27	O=C(COC(=O)c1ccco1)Nc1ccc(Br)cc1	-1	1	-6	0.6	1.4	2	-4	0	0	i
28	O=c1oc(-c2ccccc2)nc2c1cnn2-c1ccccc1	10	12	-2	1.9	0.4	7	5	-11	2	i
29	COc1ccc(N2CCN(S(=O)(=O)c3c(C)[nH]c(C)c3C(=O)N3CCCC3)CC2)cc1	4	-6	-22	-1.9	-0.3	-3	-5	-2	-2	i
30	Cc1ccc(NC(=O)CS(=O)CC(=O)N(C(C)C(=O)NC2CCCCC2)C(C)(C)C)cc1 (stereo not drawn)	-6	2	-2	1.7	0.9	0	0	-3	0	i
31	Cc1ccc(CNC(=O)CCc2c(C)[nH]c(=O)c(C#N)c2C)cc1	-1	1	-8	-1.3	-0.4	-1	-3	-1	-1	i
32	COc1ccc(OC)c(NC(=O)NCc2ccc(F)cc2)c1	-3	-4	0	0.1	-0.9	3	4	-6	-11	i
33	O=C(COC(=O)c1cc(-c2cccs2)nc2ccccc12)NCc1ccco1	52*	51*	15	5.1	-0.3	5	14	56*	-2	i
34	Cc1ccc2c(c1)C1(SCCS1)C(=O)N2	0	1	3	-0.7	-0.9	-2	1	-4	-3	i
35	CCCCOc1ccc(C(=O)N2CCCC2C(=O)O)cc1 (stereo not drawn)	1	2	7	0.5	-0.4	2	-6	1	-2	i
36	CCn1ccnc1CNC(=O)c1ccc2oc(C(C)C)nc2c1	-5	1	-1	0.3	-0.2	7	1	14	-1	i

A run of entries taken from the entries so far:
item	structure	NadD inh	DNMT1 block	PABP1 MLLE inh	LMPTP inh	Tb MetRS inh	SUMO1 PPI mod	CSN deneddyl inh	Scp-1 inhibitor	STEP inh	Rpn11 block
4	CCCCCOc1ccc(C(=O)C(c2ccccc2)N2CCOCC2)cc1 (stereo not drawn)	2	2	-5	3.1	-0.1	-3	2	38	4	i
5	O=S(=O)(Nc1cccc(-c2cn3cccnc3n2)c1)c1ccc(Cl)cc1	7	-5	2	0.2	1.4	-3	1	3	0	i
6	Cc1ccc(S(=O)(=O)N2C[C@@H]3[C@H]4CC[C@H](C4)[C@@H]3[C@@H](C)[C@@H]2c2ccco2)cc1	-5	9	6	1.5	-1.9	2	-5	1	8	i

New compounds follow
item	structure	NadD inh	DNMT1 block	PABP1 MLLE inh	LMPTP inh	Tb MetRS inh	SUMO1 PPI mod	CSN deneddyl inh	Scp-1 inhibitor	STEP inh	Rpn11 block
37	COCc1cc(=O)n2[nH]c(-c3ccco3)cc2n1	-9	-4	15	-0.6	0.5	3	3	-3	2	i
38	O=C(COC(=O)CCN1C(=O)C2CC=CCC2C1=O)NCCc1ccc(F)cc1 (stereo not drawn)	-6	-3	-29	-1.0	-0.6	-2	1	0	0	i
39	CCOC(=O)c1c(C)oc(=O)c(CC)c1O	-4	-2	-2	-1.0	-0.2	-1	0	.	-3	i
40	O=[N+]([O-])c1cccc(NNS(=O)(=O)c2ccccc2F)c1	0	0	30	-1.0	-0.7	-21	4	-2	-2	i
41	COc1ccc(F)cc1-c1cc(C(=O)NCc2cccc(C(F)(F)F)c2)[nH]n1	-4	-3	20	3.6	-0.1	4	2	.	-2	i
42	NC(=O)c1ccccc1NC(=O)CCc1ccccc1	-6	0	-8	-2.9	-0.5	-2	-1	-3	-3	i
43	C=CCSC(CC)(CC)C(N)=O	-8	4	7	-1.4	-0.5	-4	4	-3	-3	i
44	Cc1cc(Br)ccc1NC(=O)CN1C(=S)NC(C)(C)CC1C (stereo not drawn)	-6	-1	14	-2.4	0.0	-1	1	2	-6	i
45	O=C(c1cccs1)N1CCCC(c2nc3c(nnn3Cc3ccc(F)cc3)c(=O)[nH]2)C1 (stereo not drawn)	8	0	6	-0.8	-0.4	0	1	-2	0	i
46	CC(=O)N1N=C(c2ccco2)CC1c1cc2ccc(C)cc2nc1Cl (stereo not drawn)	-7	-4	-4	0.9	-0.5	-11	-1	-13	-2	i
47	O=[N+]([O-])c1ccc(S(=O)(=O)NN=C2CCCCC2)cc1	-2	2	-6	-2.2	-0.1	-30	-2	-4	-1	i
48	O=C(c1ccccc1F)N1CCN(S(=O)(=O)c2ccc(S(=O)(=O)N3CCCCCC3)cc2)CC1	-3	12	4	-1.6	-0.5	1	6	-4	9	i
49	Cn1c(N)c(C(=O)CSc2nc(C3CC3)n(-c3ccccc3)n2)c(=O)n(C)c1=O	-1	3	-5	-1.2	-0.2	1	-2	-3	0	i
50	CC(Sc1ccc(S(=O)(=O)N2CCOCC2)cn1)c1ccccc1Cl (stereo not drawn)	-5	1	37	3.6	0.3	5	2	-13	0	i
